# Screening results (PubChem BioAssay)
# HCMV inh: inhibitors of human cytomegalovirus; HFF cells, HCMV-luciferase reporter, 72 h; hits give low values; activity change, negative = inhibition, % at 57.5 µM; actives 4.5% (n = 410,000); in the data active = activity change below about -60%; inconclusive = no clear call, values can overlap the other calls; inactive = above about -39%
#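 Cell-based, HFFs, 1000 cells/well, 16 h 37C; cpds in DMSO + HCMV-luc, MOI 1 PFU/cell; 72 h 37C; OneGlo luminescence after 5 min RT; norm. to buffer vs Salinomycin 10uM.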
# FBPA Giardia inh: Giardia lamblia aldolase inhibition. purified Giardia FBPA. Potency, µM (titrated, usually from 59.6 µM), for the others: at the highest dose activity, negative = inhibition, hits mostly inhibitors. actives 0.71% (n = 290,000). AID 2451; note: potency is the fitted concentration of half-maximal effect; nearly all actives have a fitted effect of over 55% in size
# Target sequence (A8B2U2 whole entry, looked up): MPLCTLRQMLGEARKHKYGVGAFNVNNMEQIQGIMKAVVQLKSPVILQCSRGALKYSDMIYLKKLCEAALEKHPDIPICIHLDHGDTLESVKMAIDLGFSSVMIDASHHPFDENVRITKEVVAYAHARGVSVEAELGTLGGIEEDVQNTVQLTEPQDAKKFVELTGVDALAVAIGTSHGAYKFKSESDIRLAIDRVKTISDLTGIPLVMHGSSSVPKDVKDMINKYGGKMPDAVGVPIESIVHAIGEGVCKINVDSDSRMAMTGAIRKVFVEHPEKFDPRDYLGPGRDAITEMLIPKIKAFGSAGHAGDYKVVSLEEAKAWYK
#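 Giardia FBPA (40 nM reagent) was preincubated 10 min at RT with compound (up to 57.5 uM final), then substrate plus GAPDH/TPI/NAD/arsenate coupling system with diaphorase/resazurin was added; resorufin fluorescence (525/598 nm) was read after 20 min.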
# Sm TGR block: S. mansoni TGR enzyme inhibition | Q962Y6 | purified TGR, DTNB reduction, TNB absorbance 405 nm | Potency, µM (highest dose often 114 µM), for inactives: top-dose activity change, negative = inhibition, most hits filed as inhibitors | actives 3% (n = 360,000) | AID 485364; note: potency is the fitted concentration of half-maximal effect; nearly all actives have a fitted effect of over 60% in size
#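 First, TGR (20 nM dispensed) and NADPH were mixed with compound. Second, a 15 min room-temperature incubation followed. Third, further NADPH and then DTNB were added to start the reaction. Finally, TNB absorbance was monitored kinetically.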
# AmpC inh no detg: inhibitors of E. coli AmpC beta-lactamase without detergent; Potency, µM (series often up to 57.1 µM), for inactives: at the highest dose activity change, negative = inhibition, hits mostly inhibitors; AID 485341; AmpC nitrocefin hydrolysis, absorbance 480 nm, 0.0001% Triton; actives 0.52% (n = 330,000); P00811;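 note: potency is the fitted concentration of half-maximal effect; plate controls were no compound for no effect and no enzyme for full effect; nearly all actives have a fitted effect of over 20% in size; some results filed as inactive show a strong effect at the top dose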
# Target sequence (P00811 whole entry, looked up): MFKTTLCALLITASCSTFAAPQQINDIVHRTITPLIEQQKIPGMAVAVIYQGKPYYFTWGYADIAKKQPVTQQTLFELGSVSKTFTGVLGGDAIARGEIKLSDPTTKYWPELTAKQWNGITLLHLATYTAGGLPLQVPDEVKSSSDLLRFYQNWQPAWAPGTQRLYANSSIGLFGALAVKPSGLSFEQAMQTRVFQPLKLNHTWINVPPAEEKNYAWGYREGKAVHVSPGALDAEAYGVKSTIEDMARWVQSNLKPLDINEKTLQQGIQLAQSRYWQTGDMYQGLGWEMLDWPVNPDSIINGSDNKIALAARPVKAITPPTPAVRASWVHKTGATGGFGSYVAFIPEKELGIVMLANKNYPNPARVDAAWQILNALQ
#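 20 mM phosphate pH 7.0 + 0.01% (detergent screen) or 0.0001% Triton X-100; 5.3 nM AmpC reagent; cpd preinc 15 min RT; nitrocefin (800 uM stock) to start; A480 q20 s × 4 min; Activity was normalised to no-enzyme and no-compound control wells.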
# HCV inhibitor: HCV inhibition | Huh7.5.1 HCVcc-Cre infection, luciferase reporter, 44 h | Potency, µM (titrated, usually from 41.8 µM), inactives show at the top dose activity change, negative = inhibition, most hits filed as inhibitors | actives 3.4% (n = 340,000) | AID 651820; note: potency is the fitted concentration of half-maximal effect
#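 Infectious HCV cell culture screen: compound-treated cells (1,000/well, pre-plated 4 h) are infected with HCVcc-Cre at roughly 0.5 moi and grown 44 h. Infection is quantified by luciferase signal after 15 min substrate incubation at room temperature.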
# AmpC detergent: blocks E. coli AmpC beta-lactamase in detergent assay; AmpC hydrolysis of nitrocefin, absorbance 480 nm, 0.01% Triton; Potency, µM (titrated, usually from 114 µM), without a hit: top-dose activity change, negative = inhibition, usual class: inhibitors; actives 0.041% (n = 370,000); AID 485294;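 note: potency is the fitted concentration of half-maximal effect; 0% = no-compound wells and -100% = no-enzyme wells; nearly all actives have a fitted effect of over 25% in size; some results filed as inactive show a strong effect at the top dose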
#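 AmpC (5.3 nM in the dispensed reagent) in 20 mM phosphate pH 7.0 with 0.01% (detergent screen) or 0.0001% Triton X-100 was preincubated with compounds for 15 min at room temperature. Nitrocefin was then added from an 800 uM solution, and hydrolysis was followed at 480 nm.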
# * = called active by the depositor; ? = inconclusive; . = no result given; [ ] = remark or other dose. Unless noted, calls come from the whole dose curve; as a rule, active = well fitted curve in the direction sought with a large enough effect; inconclusive = small, poorly fitted or top-dose-only effect, or another doubt; inactive = no such curve, though single readings can be large; an effect the other way counts as inactive or inconclusive. Unless noted, % is set by controls: 0 for no effect and ±100 for the full control effect. Compounds were not picked by outcome, and some 9.9% of all compounds hit somewhere here.
1) COc1cc(C(=O)N2CCc3ccccc32)ccc1OCc1c(C)noc1C
2) CCc1ccc(CC)c(S(=O)(=O)Nc2ccc(C(=O)O)c(O)c2)c1
3) CCCOc1cccc(C(=O)Nc2cccc(NC(=O)c3ccc(Cl)cc3Cl)c2)c1
4) COc1cc(/C=N/n2c(-c3ccccc3)n[nH]c2=S)cc(OC)c1O
5) COc1ccc(OC)c(NC(=O)C(CC(=O)O)Cc2ccc(Cl)cc2)c1 (stereo unspecified)
6) Cc1c(Cc2ccccc2)c(=O)oc2cc(OCC(=O)NCC3CCC(C(=O)O)CC3)ccc12 (stereo unspecified)
7) COc1ccc(CNC(=O)Cn2c(SCC(=O)Nc3ccc(C)c(C)c3)nc3ccccc32)cc1
8) C/C(=N\NC(=O)c1ccc(N2CCCC2=O)cc1)c1ccccc1
9) O=C(NNC(=O)c1ccc2ccccc2c1O)Nc1ccc(F)cc1
10) CC(C)N(Cc1ccccc1)C(=O)COC(=O)c1cc[n+]([O-])cc1
assay / compound	1	2	3	4	5	6	7	8	9	10
HCMV inh	0.0	-1.5	-8.1	-18.5	31.5	10.4	-66.9*	23.7	2.8	-12.0
FBPA Giardia inh	-3.5%	26.0%	.	-15.0%	11.0%	-2.0%	.	2.4%	7.7%	.
Sm TGR block	-7.9%	-26.8%	-1.5%	31.6µM*	6.2%	-12.9%	-4.1%	0.9%	8.2%	.
AmpC inh no detg	30.0%	-43.8%	.	-34.0%	-12.4%	-16.8%	.	-8.9%	-26.0%	-8.4%
HCV inhibitor	?	13.9%	.	12.0%	1.5%	?	.	15.0%	13.2%	-15.6%
AmpC detergent	-13.8%	2.7%	18.1%	-6.5%	2.4%	-11.0%	0.0%	-0.7%	4.8%	.

11) O=C(Nc1ccc(O)cc1)c1cccc(S(=O)(=O)N2CCOCC2)c1
12) CC(OC(=O)c1cnc2ccccc2n1)c1ccccc1Cl (stereo unspecified)
13) CCOc1ccc2nc(Cl)c(CN(C(=O)c3cnccn3)C3CCCC3)cc2c1
14) COc1ccc(CC(=O)N2CCc3cc(OC)c(OC)cc3C2COc2ccc(F)cc2)cc1 (stereo unspecified)
15) Cc1ccc2c(CN(C)Cc3ccc(OC(F)F)cc3)cc(=O)oc2c1C
16) CC(C)(C)n1nnnc1C(c1cccs1)N(Cc1cccnc1)Cc1ccco1 (stereo unspecified)
17) CCC(C)c1ccc(NC(=S)N2CCN(C(=O)C3CCCO3)CC2)cc1 (stereo unspecified)
18) Cn1c(=O)c2c(nc(N/N=C/c3cccs3)n2Cc2ccc(Br)cc2)n(C)c1=O
19) Cc1cc(C)n2c(SCC(=O)Nc3ccc(F)cc3)nnc2n1
20) COc1cc(/C=N/Nc2nc(C)cc(C)n2)ccc1OC(=O)c1ccco1
assay / compound	11	12	13	14	15	16	17	18	19	20
HCMV inh	7.4	23.6	3.8	10.5	-30.9	-10.5	10.2	40.5	-33.6	-16.8
FBPA Giardia inh	.	-5.4%	-10.1%	.	1.1%	9.8%	.	-17.7%	-17.6%	-11.0%
Sm TGR block	-0.9%	6.6%	-6.5%	5.1%	9.1%	-23.2%	-0.8%	-2.4%	?	3.2%
AmpC inh no detg	.	0.4%	51.4%	.	-14.1%	26.6%	81.6%[activator]	-3.7%	-19.5%	-0.6%
HCV inhibitor	.	-0.8%	?	.	?	-18.4%	-18.4%	?	15.3%	-3.1%
AmpC detergent	12.9%	-16.0%	2.0%	-2.4%	?	1.3%	-2.3%	-12.8%	-12.4%	-9.8%

21) O=C(O)c1cnn2c(C(F)(F)F)cc(-c3ccccc3)nc12
22) COC(=O)Cc1[nH]nc2c1C1(C(=O)N(Cc3ccc(Cl)cc3)c3ccccc31)C(C#N)=C(N)O2 (stereo unspecified)
23) c1ccc2c(c1)[nH]c1c(N3CCSCC3)ncnc12
24) Cc1ccc(NS(=O)(=O)c2cn(C)cn2)cc1
25) O=C(Nc1cccc([N+](=O)[O-])c1)c1ccc2ccccc2c1O
26) Cc1ccsc1C1CC(=O)NC2=C1C(=O)CC(C)(C)C2 (stereo unspecified)
27) OC(CN1CCOCC1)Cn1c2c(c3ccccc31)CCCC2 (stereo unspecified)
28) COC(=O)C1(C)NC(c2ccc(F)cc2)C2C(=O)N(c3ccccc3)C(=O)C21 (stereo unspecified)
29) COc1ccc(-c2cc3nc4c(c(N5CCC6(CC5)OCCO6)n3n2)CCC4)cc1
30) CCN(C(=O)CN1C(=O)COc2ccc(S(=O)(=O)N3CCOCC3)cc21)c1cccc(C)c1
assay / compound	21	22	23	24	25	26	27	28	29	30
HCMV inh	-6.9	-19.8	-32.5	21.4	-80.1*	-27.0	29.6	58.7	-10.8	79.5
FBPA Giardia inh	6.4%	-2.7%	0.5%	5.6%	-8.6%	6.0%	?	-0.4%	-13.7%	.
Sm TGR block	-20.4%	-24.9%	6.9%	-12.3%	-13.1%	-2.6%	-4.8%	-25.9%	15.8%	7.2%
AmpC inh no detg	-13.7%	4.6%	-2.3%	-10.4%	-29.1%	-4.3%	25.7%	-7.3%	5.6%	.
HCV inhibitor	5.9%	-5.6%	12.6µM*	-9.8%	?	-5.7%	-1.8%	13.1%	?	.
AmpC detergent	4.2%	-4.8%	0.0%	-5.3%	0.2%	-23.5%	3.1%	?	2.9%	13.7%

# Overlap with the part before: 4 compounds; new compounds follow.
27) OC(CN1CCOCC1)Cn1c2c(c3ccccc31)CCCC2 (stereo unspecified)
28) COC(=O)C1(C)NC(c2ccc(F)cc2)C2C(=O)N(c3ccccc3)C(=O)C21 (stereo unspecified)
29) COc1ccc(-c2cc3nc4c(c(N5CCC6(CC5)OCCO6)n3n2)CCC4)cc1
30) CCN(C(=O)CN1C(=O)COc2ccc(S(=O)(=O)N3CCOCC3)cc21)c1cccc(C)c1
31) Cn1c(Cn2c(=O)sc3ccccc32)nnc1SCC(=O)Nc1cccc(Cl)c1
32) CCc1noc(C)c1C(=O)Nc1nc2ccc(S(C)(=O)=O)cc2s1
33) COc1ccc(/C=C/C(=O)Nc2cc(-c3nc4ccccc4o3)ccc2OC)cc1
34) COc1ccc(Br)cc1C(=O)Nc1ccc(Cc2ccncc2)cc1
35) COc1ccc(S(=O)(=O)N/N=C\c2ccc3c(c2)OCO3)c(OC)c1
36) Cc1nc2ccccc2nc1OCC(=O)N1CCN(c2ccccc2)CC1
37) O=S1(=O)[C@H]2C[C@@H]3C=C[C@@]2(CN1Cc1ccccc1F)O3
38) O=C(CCCn1c(=O)c2ccccc2n(Cc2cccc(F)c2)c1=O)NCc1ccccc1Cl
39) CC(C)NC(=O)NC(=O)COC(=O)c1ccccc1O
40) CSc1ccc(CNc2nnnn2C)cc1
assay / compound	27	28	29	30	31	32	33	34	35	36	37	38	39	40
HCMV inh	29.6	58.7	-10.8	79.5	4.8	19.9	-24.3	-24.1	18.0	-4.4	4.8	-4.1	23.7	-80.6*
FBPA Giardia inh	?	-0.4%	-13.7%	.	6.2%	.	.	-0.4%	-7.5%	-3.1%	2.3%	.	4.5%	4.9%
Sm TGR block	-4.8%	-25.9%	15.8%	7.2%	-8.9%	7.6%	8.9%	-14.6%	-1.1%	-9.7%	1.3%	9.3%	0.1%	-4.7%
AmpC inh no detg	25.7%	-7.3%	5.6%	.	-5.8%	-11.5%	.	13.6%	-42.3%	16.2%	-18.1%	.	-29.9%	-28.1%
HCV inhibitor	-1.8%	13.1%	?	.	-7.6%	-6.1%	.	?	3.55µM*	15.9%	-3.4%	.	13.3%	4.4%
AmpC detergent	3.1%	?	2.9%	13.7%	-0.8%	-14.6%	22.1%	3.2%	-14.5%	-8.4%	-13.3%	15.5%	7.2%	0.7%

# 3 entries out of the list, ordered by length of the SMILES, highest first.
11) O=C(Nc1ccc(O)cc1)c1cccc(S(=O)(=O)N2CCOCC2)c1
39) CC(C)NC(=O)NC(=O)COC(=O)c1ccccc1O
24) Cc1ccc(NS(=O)(=O)c2cn(C)cn2)cc1
assay / compound	11	39	24
HCMV inh	7.4	23.7	21.4
FBPA Giardia inh	.	4.5%	5.6%
Sm TGR block	-0.9%	0.1%	-12.3%
AmpC inh no detg	.	-29.9%	-10.4%
HCV inhibitor	.	13.3%	-9.8%
AmpC detergent	12.9%	7.2%	-5.3%

# Additional records follow:
41) N#Cc1cccc(NC(=O)CC2CCCCC2)c1
42) Cc1cccc(Oc2ccc(NC(=O)c3ccccc3C(=O)O)cc2)c1C
43) CCn1ncc([N+](=O)[O-])c1C(=O)N1CCc2ccccc2C1
44) O=C(CN1C(=O)COc2ccc(S(=O)(=O)N3CCOCC3)cc21)N1CCN(c2ccc(Cl)cc2)CC1
45) COc1ccc(NC(=O)CN(C)C(=O)/C=C/c2cn(-c3ccccc3)nc2-c2ccc(C)cc2)cc1
46) C#CC(CC)(CC)NC(=S)Nc1cccc(C(C)=O)c1
47) CCN1CCN(C(=O)CN(CC)S(=O)(=O)c2ccc3ccccc3c2)CC1
48) COc1ccc(NS(=O)(=O)c2ccc(Oc3cccc(C(=O)O)c3)cc2)cc1
49) COC(=O)CCCNC(=O)c1ccccn1
50) COc1ccccc1N1C(=O)NC(=O)/C(=C/c2ccc3c4c(cccc24)CC3)C1=O
assay / compound	41	42	43	44	45	46	47	48	49	50
HCMV inh	14.6	-25.9	9.8	-8.6	-38.0	-37.3	-9.2	-25.7	-9.7	17.3
FBPA Giardia inh	3.0%	5.8%	-8.2%	.	.	6.4%	0.4%	24.0%	-1.1%	?
Sm TGR block	6.4%	?	-16.9%	1.2%	-4.4%	-23.6%	-14.8%	29.5%	0.6%	31.6µM*
AmpC inh no detg	-15.2%	-27.5%	-13.4%	.	-0.7%	-27.8%	19.5%	-29.6%	-20.5%	-15.1%
HCV inhibitor	-4.5%	-1.1%	13.3%	.	?	?	10.6%	11.2%	23.0%	10.4%
AmpC detergent	-6.8%	-4.9%	?	2.6%	0.0%	-2.2%	?	-7.9%	2.1%	-17.4%

51) O=C1NC(=O)C(CC(=O)N(Cc2cccs2)C2(C(=O)NC3CCCC3)CCCCC2)N1 (stereo unspecified)
52) COc1ccc(OC)c(/C=C/c2nc3ccccc3[nH]c2=O)c1
53) O=C(NCCc1ccc(F)cc1)c1ccc(Cl)c(S(=O)(=O)N2CCOCC2)c1
54) Cc1ccccc1C(=O)Nc1nc2c(C)csc2c(=O)s1
55) O=C(Nc1ccc(Cl)cc1)Nc1nnc(/C=C/c2ccccc2)s1
56) COc1ccccc1CNC(=O)C(=O)NCC(c1cccs1)S(=O)(=O)c1ccc(F)cc1 (stereo unspecified)
assay / compound	51	52	53	54	55	56
HCMV inh	2.9	-13.2	?	3.8	?	4.8
FBPA Giardia inh	3.0%	-13.6%	.	1.5%	3.0%	.
Sm TGR block	-8.4%	-2.1%	2.9%	14.6%	3.6%	-34.6%
AmpC inh no detg	-8.7%	-21.9%	-22.2%	-33.5%	-52.2%	.
HCV inhibitor	-3.2%	16.4%	?	-26.9%	15.6%	.
AmpC detergent	?	-0.9%	4.1%	2.3%	-8.3%	3.2%
